Screens as filed in PubChem BioAssay.
FadD28 FP inh: inhibitors of Mycobacterium tuberculosis FadD28 bisubstrate binding; inhibition, % at 12.5 µM; FadD28 bisubstrate probe binding, fluorescence polarization; AID 588549; 360,000 tested, 0.22% active; in the data active means inhibition above about 8.5%, passing the limit was not always enough
UGM FP inh: Mtb UDP-galactopyranose mutase inhibition | 320,000 tested, 0.06% active | purified UGM, fluorescence polarization probe displacement | inhibition, % at 10 µM | P9WIQ1; in the data active means inhibition above about 10%, passing the limit was not always enough
Rv3671c inh: inhibitors of M. tuberculosis serine protease Rv3671c; P9WHR9; inhibition, % at 5.96 µM; 320,000 tested, 0.048% active; AID 2606; in the data active means inhibition above about 38%;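 further: extracellular domain of Rv3671c used as enzyme; 0% = enzyme with DMSO and 100% = no enzyme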
Target sequence (P9WHR9 whole entry, looked up, the tested form may be a part): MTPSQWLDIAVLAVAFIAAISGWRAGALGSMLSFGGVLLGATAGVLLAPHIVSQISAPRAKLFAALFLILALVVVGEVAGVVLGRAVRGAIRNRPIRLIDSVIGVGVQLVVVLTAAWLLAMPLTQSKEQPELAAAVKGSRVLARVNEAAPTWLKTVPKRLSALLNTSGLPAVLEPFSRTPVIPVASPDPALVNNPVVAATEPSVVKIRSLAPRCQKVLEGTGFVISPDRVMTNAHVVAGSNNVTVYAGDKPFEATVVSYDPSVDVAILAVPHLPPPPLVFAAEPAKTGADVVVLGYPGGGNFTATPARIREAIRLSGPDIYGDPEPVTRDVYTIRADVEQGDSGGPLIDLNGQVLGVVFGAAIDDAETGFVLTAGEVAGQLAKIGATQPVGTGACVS
FBA Mtb inh: Mtb fructose-bisphosphate aldolase inhibition; P9WQA3; purified M. tuberculosis FBA, fluorescence read-out; inhibition, % at 1 µM; 360,000 tested, 2.3% active; AID 588726; in the data active means inhibition above about 27%;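 further: 0% = vehicle and 100% = reference inhibitor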
Target sequence (P9WQA3 whole entry, looked up): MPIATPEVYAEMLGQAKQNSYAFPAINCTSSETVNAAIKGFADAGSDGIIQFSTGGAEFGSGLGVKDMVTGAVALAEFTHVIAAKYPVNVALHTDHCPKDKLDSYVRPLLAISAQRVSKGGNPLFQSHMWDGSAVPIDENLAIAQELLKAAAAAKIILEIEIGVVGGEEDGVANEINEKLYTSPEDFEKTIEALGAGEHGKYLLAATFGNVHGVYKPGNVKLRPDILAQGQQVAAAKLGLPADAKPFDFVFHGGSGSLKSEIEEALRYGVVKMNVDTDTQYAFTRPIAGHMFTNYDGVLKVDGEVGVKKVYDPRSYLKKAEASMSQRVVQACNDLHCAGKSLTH
BioA inh: blocks M. tuberculosis BioA enzyme activity; purified M. tuberculosis BioA enzyme, plate reader; inhibition, % at 9.99 µM; 360,000 tested, 0.096% active; in the data active means inhibition above about 40%
MazF activator: activators of E. coli MazEF toxin-antitoxin RNase. P0AE70. FAM/BHQ RNA-DNA oligo cleavage fluorescence, 5 h. activation, % at 20 µM. 350,000 tested, 0.32% active. AID 504720; in the data active means activation above about 50%
Target sequence (P0AE70 whole entry, looked up): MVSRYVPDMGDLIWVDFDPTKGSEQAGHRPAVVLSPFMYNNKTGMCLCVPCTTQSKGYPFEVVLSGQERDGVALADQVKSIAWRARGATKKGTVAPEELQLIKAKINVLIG
GDH-TPI inh: GDH-TPI coupled enzyme inhibition counter-screen. GDH-TPI coupled enzyme counterscreen, NADH absorbance. inhibition, % at 4.8 µM. 360,000 tested, 1.2% active; in the data active means inhibition above about 30%;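 further: 0% = DMSO wells and 100% = wells lacking the enzyme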
PrPC TRFRET: cell surface PrPC inhibition, primary TR-FRET screen; TR-FRET read-out; inhibition, % at 13.8 µM; 370,000 tested, 0.43% active; in the data active means inhibition above about 24%; further: 0% = median of the test wells and 100% = reference compound wells
BoNT-F LC inh: blocks Botulinum neurotoxin F light chain protease; Multiplex microsphere protease cleavage assay, flow cytometry; inhibition, % at 10 µM; 360,000 tested, 0.22% active; AID 588497; in the data active means inhibition above about 35%, passing the limit was not always enough; further: plate controls were buffer without enzyme for full effect and enzyme alone for no effect
Numbers without * were called inactive; . = no result given.

smiles	FadD28 FP inh	UGM FP inh	Rv3671c inh	FBA Mtb inh	BioA inh	MazF activator	GDH-TPI inh	PrPC TRFRET	BoNT-F LC inh
COc1cccc(-c2cc(C(=O)N3CCN(S(=O)(=O)c4ccccc4)CC3)[nH]n2)c1	-3.1	-2.3	-13	6	0.5	8	8	10	-4
O=C1c2ccccc2CCc2ccccc21	-1.7	.	.	-1	-2.1	-4	7	8	-8
CC(=O)Nc1ccc(NC(=O)C(C)OC(=O)/C=C/c2cn(-c3ccccc3)nc2-c2cccnc2)cc1 (stereo unspecified)	-2.3	-0.7	-4	-1	.	14	20	-2	3
Cc1c(OC(C)C(=O)NCC(O)c2ccccc2)ccc2c3c(c(=O)oc12)CCCC3 (stereo unspecified)	-3.5	1.7	0	48*	.	-2	21	-1	-4
Nc1ccn(C2OC(CCl)C(O)C2O)c(=O)n1 (stereo unspecified)	-4.0	.	.	-1	-0.3	6	-2	1	0
CN(CC(=O)Nc1ccc(F)cc1)C(=O)COC(=O)/C=C/c1ccccc1[N+](=O)[O-]	-0.4	-0.5	3	8	0.8	3	6	4	.
CN(C)CCSc1nc(-c2ccccc2)nc2c1CCC2	-0.9	-0.8	-3	3	0.6	3	5	-2	-4
COc1ccc(C(=O)CN2C(=O)NC3(CCCCC3)C2=O)cc1OC	-3.9	0.5	-4	-2	1.2	6	-4	10	0
CCOc1ccccc1Nc1cc(C)nc2nnnn12	-0.4	-0.2	6	0	.	7	6	-8	-2
Cc1cc(C(F)(F)F)nn1CC(=O)NNC(=S)Nc1cccc(Cl)c1	-4.4	-1.7	9	-1	0.6	-3	-8	-2	5
CCCCN(C(=O)c1ccc(C)o1)c1c(N)n(CCCC)c(=O)[nH]c1=O	0.8	0.2	5	7	.	4	7	3	7
Cc1ccc(-n2ccc(=O)c(C(=O)Nc3ccc(S(=O)(=O)Nc4nccs4)cc3)n2)cc1	-1.9	-0.4	2	4	0.1	-2	27	8	4
N=C1CCCN1CC(=O)c1ccc(Br)cc1	-2.5	-1.7	6	1	.	1	-10	1	-2
O=C(CNC(=O)c1cccc(F)c1)N/N=C/c1cccs1	-1.0	3.7	-6	-2	1.4	2	1	-4	27
CC(CNC(=O)c1ccc(N)cc1)NC(=O)c1ccc(N)cc1 (stereo unspecified)	-2.7	3.3	4	-8	.	-1	-2	-10	-4
COc1cc(NC(=O)CSc2nc3cc(C)ccc3cc2C)c(C(=O)O)cc1OC	-1.7	0.5	7	27*	.	-6	7	23	-3
CCOC(=O)C1(Cc2ccccc2)CCCN(C(=O)c2cn[nH]c2)C1 (stereo unspecified)	0.7	0.4	-1	4	-2.3	7	18	-5	5
C[C@H](NC(=O)c1ccco1)C(=O)OCC(=O)N1CC(=O)Nc2ccccc21	-2.7	1.7	-2	-2	-1.1	1	7	-1	-3
O=C(C1CCN(C2CCN(Cc3ccc4cc(F)ccc4n3)CC2)CC1)N1CCCC1	-3.0	3.2	3	1	.	-8	4	5	-6
O=C(CSCCO)Nc1ccc([N+](=O)[O-])cc1	-3.6	0.7	-6	-4	1.2	5	6	1	-4

Of the compounds above, these have four or more nitrogen atoms.
smiles	FadD28 FP inh	UGM FP inh	Rv3671c inh	FBA Mtb inh	BioA inh	MazF activator	GDH-TPI inh	PrPC TRFRET	BoNT-F LC inh
COc1cccc(-c2cc(C(=O)N3CCN(S(=O)(=O)c4ccccc4)CC3)[nH]n2)c1	-3.1	-2.3	-13	6	0.5	8	8	10	-4
CC(=O)Nc1ccc(NC(=O)C(C)OC(=O)/C=C/c2cn(-c3ccccc3)nc2-c2cccnc2)cc1 (stereo unspecified)	-2.3	-0.7	-4	-1	.	14	20	-2	3
CCOc1ccccc1Nc1cc(C)nc2nnnn12	-0.4	-0.2	6	0	.	7	6	-8	-2
Cc1cc(C(F)(F)F)nn1CC(=O)NNC(=S)Nc1cccc(Cl)c1	-4.4	-1.7	9	-1	0.6	-3	-8	-2	5
CCCCN(C(=O)c1ccc(C)o1)c1c(N)n(CCCC)c(=O)[nH]c1=O	0.8	0.2	5	7	.	4	7	3	7
Cc1ccc(-n2ccc(=O)c(C(=O)Nc3ccc(S(=O)(=O)Nc4nccs4)cc3)n2)cc1	-1.9	-0.4	2	4	0.1	-2	27	8	4
CC(CNC(=O)c1ccc(N)cc1)NC(=O)c1ccc(N)cc1 (stereo unspecified)	-2.7	3.3	4	-8	.	-1	-2	-10	-4
O=C(C1CCN(C2CCN(Cc3ccc4cc(F)ccc4n3)CC2)CC1)N1CCCC1	-3.0	3.2	3	1	.	-8	4	5	-6

Other compounds:
smiles	FadD28 FP inh	UGM FP inh	Rv3671c inh	FBA Mtb inh	BioA inh	MazF activator	GDH-TPI inh	PrPC TRFRET	BoNT-F LC inh
COc1ccccc1NS(=O)(=O)c1c(C)nc2sccn2c1=O	-0.7	4.0	0	1	-2.0	13	16	-5	5
CCNCC(=O)Nc1c(C)cccc1C	-0.1	-1.0	-3	-2	0.0	6	4	9	0
S=C(NCCc1ccccc1)N1CCc2ccccc2C1	-2.8	1.8	-20	-1	.	-7	-3	1	-4
Cc1ccc(NC(=O)CCc2nnc3ccc(NCc4ccco4)nn23)nc1	-1.1	0.2	0	-2	-0.4	8	16	4	10
CCOC(=O)c1ccc(Nc2ccc(C(C)=O)cc2)cc1	-1.7	.	.	9	8.0	.	.	7	-1
COC(=O)c1ccc(CSc2nnc(C)n2N)o1	-1.5	4.0	2	-1	.	1	-3	-1	-2
COc1cc2c(cc1OC)C(C)N(Cc1ccc3c(c1)OCO3)CC2 (stereo unspecified)	0.7	3.5	0	2	1.8	-2	9	4	-4
Cc1ccc(N2CC(c3nc4ccccc4n3C)CC2=O)cc1C (stereo unspecified)	-5.7	-2.5	0	-3	-0.2	13	1	0	-5
CONC(=O)c1ccc(-c2cccc3nccn23)cc1	-3.0	.	.	3	1.1	.	4	-4	2
CCS(=O)(=O)N1CCN(C(=O)c2ccc(-c3ccccc3)cc2)CC1	-1.6	-1.7	-6	3	3.1	-15	-4	-4	15
O=C(CSc1ccc(-c2ccco2)nn1)c1ccccc1	-0.7	-0.4	-2	-3	-0.5	4	-15	-4	3
Cc1c(NC(=O)C(C)N2C(=O)c3ccccc3C2=O)c(=O)n(-c2ccccc2)n1C (stereo unspecified)	-0.3	0.1	-4	2	1.3	2	7	4	-5
O=C(N/N=C/c1sc(N2CCOCC2)nc1-c1ccccc1)c1ccc(O)cc1	-1.7	1.7	14	-1	.	6	25	-14	-4
N#CCCN(C(=O)COC(=O)c1cc(S(=O)(=O)N2CCOCC2)ccc1Cl)c1ccc(F)cc1	-0.6	0.1	-3	0	.	9	-1	-2	-8
COc1ccc(OCCCC(=O)NCc2ccco2)cc1	-5.0	-0.2	-5	1	.	-1	12	9	-8
CCOc1ccc(S(=O)(=O)N2CCC(C(=O)Nc3ccccc3N3CCCC3)CC2)cc1	-0.2	.	.	5	-1.1	2	13	8	-14
CCn1c(SCC(=O)c2ccc(NC(C)=O)c(OC)c2)nnc1-c1ccc(NS(C)(=O)=O)cc1	-2.4	0.0	1	0	.	7	4	1	-3
COC(=O)C1CN(C(=O)COc2cc(C)c(Cl)c(C)c2)c2ccccc2O1 (stereo unspecified)	-1.5	1.2	-2	2	2.4	-1	-1	1	5
N#Cc1c(NC(=O)CSc2nc3ccccc3c(=O)n2Cc2ccco2)sc2c1CCCC2	-4.9	-0.3	0	1	-2.2	-9	-3	1	8
CC(C)C[C@H]1CNC(=S)N1C[C@H]1CCCN1C[C@H](CC(C)C)N1C[C@H](CC(C)C)N(CCc2ccccc2)C1=S	-4.5	.	.	-5	6.0	.	.	8	-5

smiles	FadD28 FP inh	UGM FP inh	Rv3671c inh	FBA Mtb inh	BioA inh	MazF activator	GDH-TPI inh	PrPC TRFRET	BoNT-F LC inh
CC(Oc1ccccc1)C(=O)NC1CCCCCCC1 (stereo unspecified)	-0.7	-2.3	11	1	-0.3	-2	-2	0	7
CC(C)(C)OC(=O)N1Cc2[nH]c3ccccc3c2C[C@@H]1C(=O)O	-0.6	1.6	0	-2	-0.6	2	7	7	-4
Cc1ccc(NC(=O)CC2S/C(=N/c3nccs3)N(C)C2=O)c(C)c1 (stereo unspecified)	0.8	0.8	4	2	-0.9	-3	16	-8	0
CCCc1ccc2oc(C(=O)N(C)Cc3ccn[nH]3)c(C)c2c1	-2.6	0.7	-4	-2	2.7	5	-3	1	-9
COc1nc(N(CC(N)=O)S(=O)(=O)c2ccccc2)nc(C)c1Cl	0.7	0.9	-3	2	1.1	4	10	-11	11
CCCn1c2ccc(C)cc2c2nnc(SCCN3CCCCC3)nc21	-1.5	.	.	4	2.2	-1	6	-14	-39
CC1CC(C(=O)Nc2ccccc2)C(=O)O1 (stereo unspecified)	-3.9	2.7	4	3	0.7	1	0	-5	-9
N/C(=N\OC(=O)Cc1ccc([N+](=O)[O-])cc1)c1ccc([N+](=O)[O-])cc1	0.2	1.5	-3	0	-0.7	0	0	-6	-1
CC1CC2C3CCC4=CC(=O)C=CC4(C)C3(F)C(O)CC2(C)C1(O)C(=O)CO (stereo unspecified)	-0.4	0.0	2	7	-0.2	2	5	11	-4
Cc1c(NC(=O)C(C)Oc2ncnc3ccccc23)c(=O)n(-c2ccccc2)n1C (stereo unspecified)	-1.8	3.5	1	2	-0.3	-7	2	2	3
COc1ccc(OC)c(CNC(=O)C2CCCN(C(=O)N(C)C)C2)c1 (stereo unspecified)	-1.9	2.8	1	2	-1.6	3	9	-5	-2
Cc1cccc(OC(C)C(=O)N2CCCc3ccccc32)c1 (stereo unspecified)	-1.4	-3.2	-5	3	.	-6	15	-4	-7
CN(CCCC1CCCC1)C(=O)CCc1nnc(-c2ccccc2)o1	-2.3	3.4	-1	-3	1.7	-2	-8	2	-5
OC1=C(O)c2nc3ccccc3nc21	-0.5	-0.4	-1	2	0.1	-7	17	.	6
Cc1onc(-c2c(Cl)cccc2Cl)c1C(=O)N1CCN(c2ccccc2)CC1	-1.5	-2.3	-1	4	.	4	10	7	-4
CC(C)COc1cccc(C(=O)Nc2ccc(CN3CCOCC3)cc2)c1	-4.3	0.1	-3	2	0.9	1	1	4	4
